From PubChem
PLC-beta3 inh: PLC-beta3 (human) inhibition, primary screen | Q01970 | Purified PLC-beta3, fluorogenic substrate, fluorescence | inhibition, % at 12.2 µM | actives 0.18% (n = 370,000) | AID 720704; in the data active = inhibition above about 11%;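 also: 0% = median of compound wells on plate and 100% = full blocker control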
ADAM10 inh: inhibits human ADAM10 | O14672 | recombinant ADAM10, EDANS/DABCYL FRET peptide cleavage, 3 h | inhibition, % at 7 µM | actives 0.62% (n = 370,000) | AID 720582;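 active = inhibition above a per-campaign cutoff equal to the mean of compounds falling between control-based bounds plus 3 SD, cut at about 20% in these data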;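 also: 0% = DMSO wells while the 100% control is not disclosed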
SIAE inh: inhibitors of human sialic acid acetylesterase SIAE. Q9HAT2. SIAE FP-Rh probe binding, fluorescence polarization. inhibition, % at 9.66 µM. actives 0.69% (n = 370,000);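 active = inhibition above a cutoff: mean of compounds within the control limits plus 3 SD of those, cut at about 17% in these data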;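 also: 0% = plate median of compound wells and 100% = probe without SIAE protein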
ARFGAP1 inhibitor: rat ARFGAP1 inhibition. Q62848. Arfgap1-stimulated ARF1 GTP hydrolysis, GDP FP detection. inhibition, % at 16.5 µM. actives 0.26% (n = 360,000);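 active = inhibition above a per-plate limit, mean inhibition of low control wells plus 3 SD, cut at about 25% in these data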;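 also: 0% = DMSO wells with enzyme and 100% = wells lacking Arfgap1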
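Material: rat Arfgap1 catalytic domain, aa 1-136; also added: human ARF1(Δ1-17)-GTP substrate; compound dosing: one concentration, 16.5 µM, DMSO 1.26%; incubation: GTP hydrolysis reaction 2 h at 25 °C; measured by: Tracer-displacement fluorescence polarization with EDTA stop, 620/688 nm; evaluation: % inhibition from polarization; repeats: one replicate per compound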
Tn7 DDE FP: inhibitors of Tn7 peptide binding to human fibrin DD(E); actives 0.13% (n = 370,000); AID 720508; inhibition, % at 8.3 µM; FP displacement of FITC-Tn7 peptide from fibrin DD(E); 0% = median of compound wells per plate;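 active = inhibition above the mean of compounds falling within the control limits plus 3 SD of them, cut at about 14% in these data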;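 also: 0% = plate median of compound wells and 100% = 10 µM Aha-Tn7 peptide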
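System: human fibrin DD(E); quantity: Fibrin-DD(E) at 2 µM final; also added: fluorescent Tn7 probe at 0.1 µM; compound dosing: single nominal test concentration of 8.3 µM per compound; schedule: 10 min preincubation, 3 h with tracer, room temperature; detection: fluorescence polarization of the labelled Tn7 tracer; repeats: one replicate per compound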
ADAM17 inh: inhibits human ADAM17; inhibition, % at 6.95 µM; recombinant ADAM17, EDANS/DABCYL FRET peptide cleavage; AID 720648; actives 0.83% (n = 370,000); P78536;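 active = inhibition above the mean of compounds lying between control limits plus 3 SD, set per campaign, cut at about 8.5% in these data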;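 also: 0% = DMSO-only wells as the low control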
ASAP1 inh: ASAP1 ArfGAP inhibition | AID 624377 | ASAP1-stimulated ARF1 GTP hydrolysis, GDP FP detection | inhibition, % at 16.5 µM | actives 0.19% (n = 360,000); in the data active = inhibition above about 25%;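 also: 0% = vehicle with enzyme and substrate and 100% = no enzyme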
Tn6 DDE FP: inhibitors of Tn6 peptide binding to human fibrin DD(E) | P02675 | inhibition, % at 8.3 µM | AID 720509 | actives 0.21% (n = 370,000) | Fibrin DD(E) TRITC-Tn6 fluorescence polarization displacement;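 active = inhibition above a per-campaign cutoff: mean of compounds within control limits plus 3 SD, cut at about 15% in these data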;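 also: 0% = median of all compound wells on the plate and 100% = blocking peptide control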
PLC-gamma1 inh: inhibitors of human phospholipase C gamma1 | P19174 | actives 0.84% (n = 370,000) | inhibition, % at 12.2 µM | AID 720700 | purified PLC-gamma1, fluorogenic substrate, fluorescence; in the data active = inhibition above about 9.5%
Target sequence (P19174 whole entry, looked up): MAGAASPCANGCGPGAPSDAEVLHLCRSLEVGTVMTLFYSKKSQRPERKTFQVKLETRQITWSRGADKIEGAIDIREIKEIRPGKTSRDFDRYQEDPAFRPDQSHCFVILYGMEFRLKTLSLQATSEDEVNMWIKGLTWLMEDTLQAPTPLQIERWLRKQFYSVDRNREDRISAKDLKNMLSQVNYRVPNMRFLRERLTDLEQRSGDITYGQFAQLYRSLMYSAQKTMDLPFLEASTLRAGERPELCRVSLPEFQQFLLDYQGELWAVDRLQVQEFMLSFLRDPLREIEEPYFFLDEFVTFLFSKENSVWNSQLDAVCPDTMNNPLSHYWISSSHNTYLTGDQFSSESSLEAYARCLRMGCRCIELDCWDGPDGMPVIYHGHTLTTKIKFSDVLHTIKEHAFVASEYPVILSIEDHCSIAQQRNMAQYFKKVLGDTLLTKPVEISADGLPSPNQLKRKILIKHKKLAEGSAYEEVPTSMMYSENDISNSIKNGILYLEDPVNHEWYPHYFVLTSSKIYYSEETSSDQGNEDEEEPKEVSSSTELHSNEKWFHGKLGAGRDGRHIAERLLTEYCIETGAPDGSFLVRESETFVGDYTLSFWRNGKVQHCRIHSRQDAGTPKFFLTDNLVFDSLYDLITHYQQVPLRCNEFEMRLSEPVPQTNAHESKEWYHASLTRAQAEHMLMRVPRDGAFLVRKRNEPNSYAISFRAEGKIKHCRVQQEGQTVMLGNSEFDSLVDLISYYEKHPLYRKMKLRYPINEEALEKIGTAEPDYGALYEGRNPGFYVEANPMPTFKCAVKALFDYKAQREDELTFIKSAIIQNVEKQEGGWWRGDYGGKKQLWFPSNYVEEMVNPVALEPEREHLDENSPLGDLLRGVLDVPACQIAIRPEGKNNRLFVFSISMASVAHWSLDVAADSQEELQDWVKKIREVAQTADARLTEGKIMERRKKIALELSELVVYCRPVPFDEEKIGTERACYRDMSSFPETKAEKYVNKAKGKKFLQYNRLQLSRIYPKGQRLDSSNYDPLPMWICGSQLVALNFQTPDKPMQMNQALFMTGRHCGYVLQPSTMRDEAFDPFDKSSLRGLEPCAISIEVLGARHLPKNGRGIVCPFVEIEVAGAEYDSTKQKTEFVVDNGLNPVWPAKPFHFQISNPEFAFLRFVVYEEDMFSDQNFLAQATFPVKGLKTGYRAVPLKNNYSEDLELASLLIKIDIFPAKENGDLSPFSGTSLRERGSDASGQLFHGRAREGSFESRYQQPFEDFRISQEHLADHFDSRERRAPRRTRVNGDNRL
TDP2 inh: blocks human TDP2 phosphodiesterase activity. inhibition, % at 12.8 µM. recombinant TDP2, T5PNP hydrolysis, p-nitrophenol absorbance 415 nm. actives 0.34% (n = 370,000);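 active = inhibition above the mean of all tested compounds plus 3 SD, set per campaign, cut at about 25% in these data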;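 also: 0% = DMSO with enzyme and 100% = buffer with substrate but no TDP2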
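Read-out basis: percent inhibition. System: recombinant human TDP2. Buffer or medium: Mg2+-containing Tris-HCl buffer, pH 7.5. Repeats: single replicate. Timing: reaction 2 h, 37 °C. Benchmarks: high control without enzyme, low control DMSO plus TDP2. Probe or stimulus: 5 mM T5PNP. Doses: 12.8 µM only. Measured by: epi absorbance of p-nitrophenol freed from T5PNP by hydrolysis.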
The depositor's hits bear a star.

SMILES | PLC-beta3 inh | ADAM10 inh | SIAE inh | ARFGAP1 inhibitor | Tn7 DDE FP | ADAM17 inh | ASAP1 inh | Tn6 DDE FP | PLC-gamma1 inh | TDP2 inh
CCOc1ccc(N(CC(=O)NC2CCCC2)C(=O)CCCC(=O)Nc2ccccn2)cc1 | 15* | 12 | -2 | 5 | -1 | 8 | 2 | 1 | 5 | -14
COC(c1ccccc1)c1nnc(CCC(=O)N(C)Cc2cccc(-n3cccn3)c2)o1 (stereo not drawn) | -6 | 0 | -2 | 1 | -1 | -4 | 13 | 14 | 1 | -6
C/C(=N\NC(=O)COc1ccc(C#N)cc1)c1ccc(N2CCOCC2)cc1 | 2 | 0 | 4 | -7 | -9 | 2 | -3 | 2 | -56 | -6
CCCCC[C@@H]1C=C(C(=O)O)[C@H](c2ccc(F)cc2)N1S(=O)(=O)c1ccc(C)cc1 | -7 | 0 | -5 | -6 | 2 | 4 | 2 | 1 | -3 | 0
CCn1c(-c2cccc(Cl)c2)n[nH]c1=S | -6 | 4 | -4 | -6 | -12 | -1 | -2 | -1 | -5 | -13
CC(C)(C)c1ccc(C(=O)CS(=O)(=O)c2ccccc2)cc1 | -1 | 10 | 3 | -3 | 2 | -2 | -8 | 8 | 2 | -3
COc1cccc(N2CCN(c3ccc4nnc(CCC(=O)Nc5ccccn5)n4n3)CC2)c1 | -4 | -10 | 9 | 13 | 7 | -5 | -10 | 3 | 2 | -6
C=CCc1cc(C)ccc1OCCOCCn1ccnc1 | 3 | 2 | 11 | 8 | 1 | 0 | -9 | 5 | 2 | 7
CCOC(=O)C1(CC2CC2)CCN(Cc2cnc(N(C)C)s2)CC1 | -4 | -5 | 10 | 5 | 7 | -2 | -3 | 6 | 4 | -2
COC(=O)c1cc(OC)c(OC)cc1NCC(=O)Nc1ccc(OC)c(OC)c1 | -73 | -122 | 12 | 1 | 0 | -44 | 4 | -4 | -60 | 12
Nc1ncnc2c1ncn2[C@@H]1O[C@H](CNCc2ccccc2OCc2ccc(Cl)cc2Cl)[C@@H](O)[C@H]1O | 2 | -8 | 0 | 0 | 3 | 1 | 6 | 5 | 0 | -2
COC(=O)[C@@]12C[C@@H](CC(=O)NCC3CCCCC3)C(=O)N(Cc3ccc4c(c3)OCO4)C1=CCC(C)(C)C2 | 6 | 12 | -2 | 10 | 1 | 5 | -2 | 2 | 3 | -3
Cn1ccnc1SCc1ccc([N+](=O)[O-])cc1 | 5 | 3 | 0 | -5 | -2 | -5 | -7 | -7 | -1 | 7
CC(C)OC(=O)CCC(=O)Nc1nc2ccccc2s1 | 0 | -1 | 4 | 5 | -2 | 5 | 3 | -9 | 9 | -1
COc1ccc(NC(=O)COc2coc(CN3CCCc4ccccc43)cc2=O)cc1 | -3 | -2 | 5 | 6 | 3 | 1 | -2 | 4 | -2 | -7
COc1ccc(OC(=O)N(C)C[C@@H]2OCc3cn(nn3)CCCC(=O)N([C@@H](C)CO)C[C@H]2C)cc1 | 5 | -2 | -4 | 7 | -5 | 1 | -5 | -2 | 1 | -6
O=C(O)c1cc([N+](=O)[O-])cc2c1nnn2O | 0 | 1 | 5 | 5 | -5 | 0 | 3 | -3 | 0 | 3
CCOc1ccc2c(c1)OC(c1ccc(C)cc1)(C(F)(F)F)NC2=O (stereo not drawn) | 0 | 10 | -2 | 5 | -1 | 5 | 10 | 2 | 3 | -4
Cc1nn(Cc2ccc(C(=O)NN)cc2)c(C)c1Cl | -14 | 8 | -2 | -10 | 2 | 3 | -11 | 8 | -9 | -1
Cc1oc(-c2ccc3ccccc3c2)nc1CN(C)C(C)c1ccncn1 (stereo not drawn) | -13 | -14 | -8 | -2 | -6 | -5 | 9 | -12 | -10 | -3
COc1cc(N2CCOCC2)ncn1 | 1 | 5 | 8 | 2 | 1 | 3 | 3 | 7 | 0 | -6
CCCCN1CNC(=S)N(CCc2ccccc2)C1 | 5 | 6 | 1 | 4 | -3 | 3 | -3 | 3 | 2 | 9
CCc1ccc(-c2cc(C)no2)cc1S(=O)(=O)NCc1ccco1 | -18 | -7 | 4 | -2 | 3 | -1 | -2 | -14 | -5 | -11
C[C@@H]1O[C@@H](OC[C@@H]2O[C@H](Oc3c(-c4ccc(O)cc4)oc4cc(O)cc(O)c4c3=O)[C@@H](O)[C@H](O)[C@H]2O)[C@H](O)[C@H](O)[C@H]1O | 6 | 10 | 10 | 0 | 1 | 2 | -13 | 7 | 7 | -7
COc1ccc(-c2cc(=O)n(CCC#N)[nH]2)cc1 | -45 | -5 | 4 | 11 | -7 | -2 | 8 | 5 | -32 | 92*

3 entries out of the list above, arranged by the number in TDP2 inh, highest first:
smiles | TDP2 inh
COC(=O)c1cc(OC)c(OC)cc1NCC(=O)Nc1ccc(OC)c(OC)c1 | 12
CC(C)(C)c1ccc(C(=O)CS(=O)(=O)c2ccccc2)cc1 | -3
C/C(=N\NC(=O)COc1ccc(C#N)cc1)c1ccc(N2CCOCC2)cc1 | -6

Additional entries
SMILES | PLC-beta3 inh | ADAM10 inh | SIAE inh | ARFGAP1 inhibitor | Tn7 DDE FP | ADAM17 inh | ASAP1 inh | Tn6 DDE FP | PLC-gamma1 inh | TDP2 inh
O=S(=O)(NCCC1=CCCCC1)c1ccc(F)cc1 | -2 | -15 | -1 | 0 | -5 | -2 | 10 | 1 | 0 | -8
Cc1ccc(OCCNC(=O)CCC(=O)N2CCOCC2)cc1 | -7 | 3 | 0 | 5 | 0 | 2 | 3 | -1 | 0 | -9
Cc1ccccc1S(=O)(=O)N1C[C@H]2CON(C)[C@H]2C[C@H]1c1cccc(Br)c1 | 0 | 3 | -1 | -7 | 8 | -3 | 6 | 1 | 0 | 3
CCOC(=O)N1CCN(C(=O)c2oc3ccc(S(=O)(=O)N4CCOCC4)cc3c2C)CC1 | 5 | 2 | -8 | 3 | 6 | -3 | 7 | 2 | 0 | -1
Cc1nc(Nc2cccc(O)c2)c2c3c(sc2n1)CCC3 | -12 | 3 | 4 | -1 | -5 | 2 | 3 | -8 | -5 | 5
CCCCSc1nc2sc3c(c2c(=O)[nH]1)CC(C)(CC)OC3 (stereo not drawn) | -3 | -7 | -3 | 3 | 3 | -8 | -17 | 1 | 2 | -2
COC(=O)c1c(NC(=O)C2C3C=CC(CC3)C2C(=O)O)sc(C)c1C (stereo not drawn) | 1 | 5 | 7 | -4 | -10 | 2 | -16 | -5 | -1 | -19
O=C(c1cncs1)N1CCCC(CNS(=O)(=O)c2cccs2)C1 (stereo not drawn) | 0 | -1 | -5 | -8 | -6 | 0 | -2 | -2 | 3 | -14
CCOC(=O)c1nc2ccccc2nc1C | 5 | 2 | 0 | 7 | 0 | -2 | 0 | -11 | 0 | 0
COc1ccc(-n2c(=O)c3ccccc3n(CC(=O)NC3CCCCC3)c2=O)c(OC)c1 | 0 | 1 | -8 | 4 | -4 | -3 | 6 | -6 | 2 | -9
O=C(Nc1ccc(Cl)cc1)Nc1ccccc1C(=O)O | -15 | -18 | -3 | 0 | 2 | -4 | -4 | -1 | -13 | -2
COc1ccc(/C=C/C(=O)OCC(=O)NC2CCCCCCC2)cc1 | 1 | -4 | -4 | 8 | 4 | 4 | 8 | -6 | -1 | 3
CCOc1cc(Br)cc(/C=N/NC(=O)c2cccnc2)c1O | -36 | 3 | 8 | 1 | 1 | 2 | 1 | 3 | -24 | -1
CCOC(=O)c1sc(NC(=O)CCc2ccc(OC)cc2)nc1C | -3 | 2 | -1 | -2 | 5 | 0 | 8 | 4 | 2 | 12
O=C(O)C1c2ccccc2C(=O)N(Cc2ccc(F)cc2)C1c1ccncc1 (stereo not drawn) | -5 | -1 | 0 | -8 | 1 | 0 | -16 | -6 | 2 | 5
CCC(CC)NC(=O)C1CCN(S(=O)(=O)c2cccs2)CC1 | -4 | -5 | -3 | 4 | -1 | -5 | -1 | 6 | -2 | 7
Cc1ccc(C)c(OCc2nnc(SCC(=O)NCc3ccc4c(c3)OCO4)o2)c1 | -7 | -10 | -1 | 0 | -5 | -4 | 1 | -3 | 0 | -7
CC(C)(C)C(=O)NC1CCN(S(=O)(=O)c2ccccc2F)CC1 | 3 | 2 | -2 | 1 | 3 | 0 | -2 | 3 | 3 | 10
Nn1c(SCc2cccc(Br)c2)nnc1-c1ccncc1 | -14 | 3 | 2 | -3 | 12 | -2 | 0 | 5 | -9 | 7
COc1ccc(CC(=O)NNc2ncnc3c2cnn3-c2ccccc2)cc1 | 1 | -2 | 1 | 13 | 5 | 1 | -6 | 3 | 2 | 4
Oc1c(Br)cc(Br)cc1C=Nc1ccc2c(c1)OCCO2 | -24 | -1 | -5 | -19 | 10 | -4 | 20 | 5 | -21 | 8

Given with each value named: four of the compounds above.
> Cc1ccccc1S(=O)(=O)N1C[C@H]2CON(C)[C@H]2C[C@H]1c1cccc(Br)c1
  PLC-beta3 inh = 0; ADAM10 inh = 3; SIAE inh = -1; ARFGAP1 inhibitor = -7; Tn7 DDE FP = 8; ADAM17 inh = -3; ASAP1 inh = 6; Tn6 DDE FP = 1; PLC-gamma1 inh = 0; TDP2 inh = 3

> CCOC(=O)N1CCN(C(=O)c2oc3ccc(S(=O)(=O)N4CCOCC4)cc3c2C)CC1
  PLC-beta3 inh = 5; ADAM10 inh = 2; SIAE inh = -8; ARFGAP1 inhibitor = 3; Tn7 DDE FP = 6; ADAM17 inh = -3; ASAP1 inh = 7; Tn6 DDE FP = 2; PLC-gamma1 inh = 0; TDP2 inh = -1

> Cc1nc(Nc2cccc(O)c2)c2c3c(sc2n1)CCC3
  PLC-beta3 inh = -12; ADAM10 inh = 3; SIAE inh = 4; ARFGAP1 inhibitor = -1; Tn7 DDE FP = -5; ADAM17 inh = 2; ASAP1 inh = 3; Tn6 DDE FP = -8; PLC-gamma1 inh = -5; TDP2 inh = 5

> CCCCSc1nc2sc3c(c2c(=O)[nH]1)CC(C)(CC)OC3 (stereo not drawn)
  PLC-beta3 inh = -3; ADAM10 inh = -7; SIAE inh = -3; ARFGAP1 inhibitor = 3; Tn7 DDE FP = 3; ADAM17 inh = -8; ASAP1 inh = -17; Tn6 DDE FP = 1; PLC-gamma1 inh = 2; TDP2 inh = -2
